Source: PubChem BioAssay (National Center for Advancing Translational Sciences (NCATS))
BLM helicase inh: qHTS Assay for Inhibitors of Bloom's syndrome helicase (BLM) | RecQ-like DNA helicase BLM (Homo sapiens), P54132 | recombinant BLM DNA unwinding, fluorescence dequenching | Potency, µM (top dose mostly 56.1 µM), inactives show at the top dose activity change, negative = inhibition, actives largely listed as inhibitors | actives 0.2% (n = 350,000) | AID 2528, 2010;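 also: plate controls were vehicle for no effect and no enzyme for full effect; nearly all actives have a fitted effect of over 35% in size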
POLI inh: qHTS for Inhibitors of Polymerase Iota; Potency, µM (doses to about 115 µM), for inactives: at the highest dose activity, negative = inhibition, actives largely listed as inhibitors; actives 1% (n = 390,000); AID 588590, 2011; Pol iota fluorescent replication assay, 10 min; DNA polymerase iota (Homo sapiens), Q9UNA4
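Pol iota at 10 nM preincubated 15 min with compounds at room temperature; reaction started with fluorescent substrate, 50 nM final. Fluorescence read kinetically at 0 and 10 min; buffer-only wells as negative control.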
GLS inh: qHTS for Inhibitors of Glutaminase (GLS); Potency, µM (top dose mostly 45.5 µM), without a hit: at the top dose activity change, negative = inhibition, most hits filed as inhibitors; GLS enzymatic activity, qHTS titration; Glutaminase kidney isoform, mitochondrial (Homo sapiens), O94925; actives 0.21% (n = 410,000); also: % is scaled to controls: 0 for no effect and ±100 for the full control effect
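Read-out is an Amplex red fluorescence increase coupled through glutamate oxidase and HRP, measured before and after 30 min room-temperature incubation. hKGA is in 45 mM KH2PO4 (pH 8.2) with 0.02% Tween-20; glutamine added as 1mM solution.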
Tb PGK inh: qHTS Assay to Find Inhibitors of Phosphoglycerate Kinase; AID 602233, 2012; actives 0.043% (n = 380,000); Phosphoglycerate kinase, glycosomal (Trypanosoma brucei brucei), P07378; PGK/GAPDH coupled, Kinase-Glo luminescence, 60 min; Potency, µM (top dose mostly 57.5 µM), inactives show at the top dose activity change, negative = inhibition, most hits filed as inhibitors; also: % is scaled to controls: 0 for no effect and ±100 for the full control effect; nearly all actives have a fitted effect of over 60% in size
Target sequence (P07378 whole entry, looked up): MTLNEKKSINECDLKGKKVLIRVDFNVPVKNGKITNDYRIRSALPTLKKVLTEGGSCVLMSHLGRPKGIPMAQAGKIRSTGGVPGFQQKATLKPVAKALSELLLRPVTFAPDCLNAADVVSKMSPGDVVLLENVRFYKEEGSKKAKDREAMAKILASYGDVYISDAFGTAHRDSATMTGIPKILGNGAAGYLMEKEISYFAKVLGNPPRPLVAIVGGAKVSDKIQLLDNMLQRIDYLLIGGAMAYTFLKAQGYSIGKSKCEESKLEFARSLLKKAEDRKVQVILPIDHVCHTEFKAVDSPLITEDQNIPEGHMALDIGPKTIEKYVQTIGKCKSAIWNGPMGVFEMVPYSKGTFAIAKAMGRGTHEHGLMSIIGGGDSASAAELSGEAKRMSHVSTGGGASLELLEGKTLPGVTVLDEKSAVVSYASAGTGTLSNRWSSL
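Luminescent ATP detection (Kinase-Glo Plus) follows a 60-minute room-temperature incubation, with wells lacking PGK as controls. Buffer: 100 mM TEA (pH 7.6), 5 mM MgCl2, 0.01% Tween-20. Coupling enzyme GAPDH (100 nM final) supplies unstable 1,3-BPG in-well.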
G9a inh: qHTS Assay for Inhibitors of Histone Lysine Methyltransferase G9a; Histone-lysine N-methyltransferase EHMT2 (Homo sapiens), Q96KQ7; G9a H3K9 monomethylation, AlphaScreen, 2 h; Potency, µM (series often up to 102 µM), for inactives: at the top dose activity, negative = inhibition, hits mostly inhibitors; actives 8.8% (n = 350,000); also: % is scaled to controls: 0 for no effect and ±100 for the full control effect; nearly all actives have a fitted effect of over 75% in size
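Step 1: enzyme (final 20 nM) with compound, 15 min RT. Step 2: substrate peptide 500 nM and SAM 20 uM, 2 h RT. Step 3: anti-H3K9me1 antibody and AlphaScreen beads, 10 min, then plate read.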
HP1b chromo inh: HTS for Inhibitors of HP1-beta Chromodomain Interactions with Methylated Histone Tails; Chromobox protein homolog 1 (Homo sapiens), P83916; actives 0.56% (n = 390,000); AlphaScreen HP1-beta / biotin-H3K9me3 peptide binding; Potency, µM (top dose mostly 114 µM), for inactives: at the top dose activity change, negative = inhibition, actives largely listed as inhibitors; also: nearly all actives have a fitted effect of over 70% in size; inactives centre near 23
Target sequence (P83916 whole entry, looked up): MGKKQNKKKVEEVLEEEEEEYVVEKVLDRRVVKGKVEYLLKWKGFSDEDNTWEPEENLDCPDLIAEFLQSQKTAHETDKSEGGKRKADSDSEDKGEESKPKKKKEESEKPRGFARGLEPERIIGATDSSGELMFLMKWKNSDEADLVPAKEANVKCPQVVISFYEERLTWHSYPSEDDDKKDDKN
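AlphaScreen: HP1-beta (50 nM) preformed 30 min with biotin-H3(1-18)K9me3 peptide (50 nM) in PBS pH 7.4, 0.01% Tween-20. Compound added for 30 min at RT, then streptavidin donor/nickel chelate acceptor beads (10 ug/mL) for 30 min.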
Pin1 inhibitor: qHTS Assay to Find Inhibitors of Pin1; Peptidyl-prolyl cis-trans isomerase NIMA-interacting 1 (Homo sapiens), Q13526; AID 504891, 2011; Potency, µM (top dose mostly 115 µM), without a hit: at the highest dose activity, negative = inhibition, hits mostly inhibitors; Pin1 FP peptide displacement, HiFluor488, 10 min; actives 0.009% (n = 390,000); active = well fitted inhibition curve with a large enough effect in the polarisation, with a control signal flat, not every such curve was filed as active; inconclusive = small, poorly fitted or top-dose-only effect, or effect the other way, or a change in a side signal; inactive = no such curve, though single readings can be large or run the other way; the % refers to the polarisation; also: % is scaled to controls: 0 for no effect and ±100 for the full control effect
Target sequence (Q13526 whole entry, looked up): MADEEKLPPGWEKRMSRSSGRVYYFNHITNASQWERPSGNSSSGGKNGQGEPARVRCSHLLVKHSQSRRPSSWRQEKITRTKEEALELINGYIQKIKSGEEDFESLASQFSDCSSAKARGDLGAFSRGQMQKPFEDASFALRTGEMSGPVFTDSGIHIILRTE
JMJD2A Tudor: qHTS Assay for Inhibitors of JMJD2A-Tudor Domain. Lysine-specific demethylase 4A (Homo sapiens), O75164. AlphaScreen JMJD2A-Tudor / H3K4me3 peptide binding. Potency, µM (top dose mostly 114 µM), for inactives: at the highest dose activity change, negative = inhibition, actives largely listed as inhibitors. actives 4.4% (n = 390,000); also: % is scaled to controls: 0 for no effect and ±100 for the full control effect; nearly all actives have a fitted effect of over 50% in size
BAZ2B block: qHTS Assay for Inhibitors of BAZ2B; Bromodomain adjacent to zinc finger domain protein 2B (Homo sapiens), Q9UIF8; AlphaScreen BAZ2B-H3K14Ac peptide displacement; Potency, µM (highest dose often 114 µM), without a hit: top-dose activity change, negative = inhibition, usual class: inhibitors; actives 4.4% (n = 360,000); AID 504333, 2011; also: % is scaled to controls: 0 for no effect and ±100 for the full control effect; nearly all actives have a fitted effect of over 60% in size
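BAZ2B (50 nM) with biotin-H3(5-23)K14Ac peptide (50 nM) in PBS pH 7.4, 0.01% Tween-20, preformed 30 min, then compound 30 min at room temperature; top concentration 110uM. AlphaScreen streptavidin donor/nickel chelate acceptor beads (10 ug/mL final), 20 min dark, signal read.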
* marks the source's active call; other numbers are inactive results; i = inactive; ? = inconclusive; . = not tested or not shown; [ ] = remark or other dose. Unless noted, calls follow the shape of the dose curve; as a rule, active = well fitted curve in the direction sought with a large enough effect; inconclusive = small, poorly fitted or top-dose-only effect, or another doubt; inactive = no such curve, though single readings can be large; an effect the other way counts as inactive or inconclusive. Potency is read from the fitted curve at half-maximal effect. Some of the compounds tested; count on the stated rates, not on these rows.

molecule | BLM helicase inh | POLI inh | GLS inh | Tb PGK inh | G9a inh | HP1b chromo inh | Pin1 inhibitor | JMJD2A Tudor | BAZ2B block
CCNC(=O)C(=O)NCCc1ccc(Cl)cc1 | -3% | 7% | -1% | 12% | ? | 10% | -1% | -5% | -3%
CC(=O)c1cccc(NC(=O)N2C3CCCC2CC(NC(=O)C2CC2)C3)c1 (stereo unspecified) | 0% | 45%[activator] | -10% | 1% | -3% | 36%[activator] | -5% | -11% | 1%
CCCOc1ccc(-c2nonc2NC(=O)c2oc3ccc(C)cc3c2C)cc1OCCC | -1% | -6% | 3% | -1% | -1%[59 µM] | 46%[activator] | 8% | 4% | 3%
O=C(CCC(=O)NCCO)NCCO | -4% | 11% | 0% | -6% | -27% | 37% | 1% | -6% | -22%
Cc1cc(C)n(-c2nnc(NCc3ccc(Cl)cc3)nn2)n1 | -3% | -2% | -1% | -1% | -35% | ? | -11% | 40µM* | ?
Cc1cc(NC(=O)CCCC(=O)NCc2ccccc2)no1 | 0% | -14% | 0% | -4% | -5% | 10% | -10% | -1% | -22%
CCNC(=O)COc1ccc(Br)cc1Cl | 0% | ? | 4% | -9% | 6%[12.7 µM] | 39%[activator] | -9% | -9% | -2%
O=C(COc1ccc(Cl)cc1Cl)Nc1ccc(CN2CCOCC2)cc1 | 1% | 39%[activator] | 3% | -6% | 7% | 18% | -2% | -25% | -17%[57.1 µM]
O=C(CSc1nnc(-c2ccc(OC(F)F)cc2)o1)NCc1cccs1 | -4% | 1% | -6% | -7% | 10%[12.7 µM] | 34% | 1% | 19% | -6%
O=C(CCC(=O)N1CCCC(Nc2ccccc2)C1)c1ccc(F)cc1 (stereo unspecified) | 0% | 25% | 2% | -1% | 19% | 24% | -2% | -17% | -18%[57.1 µM]

2 entries from above, with two lines to a compound:
The line under a structure holds: BLM helicase inh, POLI inh, GLS inh, Tb PGK inh, G9a inh, HP1b chromo inh, Pin1 inhibitor, JMJD2A Tudor, BAZ2B block
CCCOc1ccc(-c2nonc2NC(=O)c2oc3ccc(C)cc3c2C)cc1OCCC
  -1%, -6%, 3%, -1%, -1%[59 µM], 46%[activator], 8%, 4%, 3%
O=C(CCC(=O)NCCO)NCCO
  -4%, 11%, 0%, -6%, -27%, 37%, 1%, -6%, -22%

Following part
molecule | BLM helicase inh | POLI inh | GLS inh | Tb PGK inh | G9a inh | HP1b chromo inh | Pin1 inhibitor | JMJD2A Tudor | BAZ2B block
O=C(CCn1c(=S)[nH]c2cc3c(cc2c1=O)OCO3)NCc1cccc(Cl)c1 | 0% | 2% | -4% | i | 104%[activator] | 75%[activator] | 10% | -15% | -14%
O=C(NNC(=O)c1c(F)cccc1F)c1sccc1-n1cccc1 | 0% | -14% | 25% | -3% | 11% | 24% | -7% | -18% | -16%
Cc1cccc(CN2CCc3c([nH]c4ccccc34)C2CC(C)C)n1 (stereo unspecified) | -3% | -7% | 14% | -4% | ? | 1% | -1% | ? | ?
CCCCn1c(N)c(N(CCOC)C(=O)CN2c3ccccc3CC2C)c(=O)[nH]c1=O (stereo unspecified) | -3% | 112%[activator] | 6% | -5% | 20µM* | 20% | 1% | -10%[57.1 µM] | -19%
COc1ccc(N2CCN(C(=O)CN=C3NS(=O)(=O)C(c4ccc(C)cc4)=C3C)CC2)cc1 | -4% | -5%[58.9 µM] | 6% | 1% | 40µM* | -4% | -4% | -24% | -8%
C[C@]12c3[nH]c4ccccc4c3CCN1C(=O)C(CC(=O)NCc1cccc(C(F)(F)F)c1)C[C@@H]2C(=O)N1CCCCC1 (stereo partly specified) | . | 38%[activator] | -3% | -3% | . | -23% | ? | ? | .
Cn1cc(S(=O)(=O)NCc2ccc(F)cc2)c(=O)n(C)c1=O | -1% | -11% | 0% | -4% | 10% | 28% | -13% | -16% | -36%
COc1ccccc1Cc1nc2ccccc2n1S(=O)(=O)c1ccc(Cl)cc1 | -1% | -23% | -1% | -6% | 25µM* | 30% | -2% | -14% | -5%
Cn1c(=O)c2cc(C(=O)NCCCN3CCN(c4cccc(Cl)c4)CC3)sc2c2ccccc21 | 1% | 18% | -2% | 1% | 7%[59 µM] | 25% | -3% | -15% | .
O=C(CSc1nnc(-c2ccncc2)o1)NC1CCCCC1 | -1% | 39% | 0% | -7% | 12% | 20% | -7% | -15% | 4%

(list continues)
molecule | BLM helicase inh | POLI inh | GLS inh | Tb PGK inh | G9a inh | HP1b chromo inh | Pin1 inhibitor | JMJD2A Tudor | BAZ2B block
O=C1CC(c2cccs2)c2cc3c(cc2N1)OCO3 (stereo unspecified) | -6% | -8% | -1% | -6% | -8%[0.0925 µM] | 7% | -5% | -9% | ?
CC1CCCCN1C(=O)CSc1nc(-c2ccccc2)no1 (stereo unspecified) | -3% | 20% | 10% | 3% | -2%[59 µM] | 53%[activator] | -8% | 4% | 2%
Cc1nn(CC(=O)NNC(=O)c2cccc(Br)c2)c(C)c1[N+](=O)[O-] | -1% | 3% | 24% | -1% | -3% | 31%[activator] | -3% | -7% | -5%
Cc1cccc(C)c1NC(=O)CN(C)C(=O)c1cc(S(=O)(=O)N(C)C)ccc1N1CCCC1 | . | 5% | 15% | 0% | 31%[0.501 µM] | 18% | -3% | -1% | 9%

Part of the list above, reformatted.
BLM helicase inh,POLI inh,GLS inh,Tb PGK inh,G9a inh,HP1b chromo inh,Pin1 inhibitor,JMJD2A Tudor,BAZ2B block,canonical_smiles
-3%,112%[activator],6%,-5%,20µM*,20%,1%,-10%[57.1 µM],-19%,CCCCn1c(N)c(N(CCOC)C(=O)CN2c3ccccc3CC2C)c(=O)[nH]c1=O (stereo unspecified)
-4%,-5%[58.9 µM],6%,1%,40µM*,-4%,-4%,-24%,-8%,COc1ccc(N2CCN(C(=O)CN=C3NS(=O)(=O)C(c4ccc(C)cc4)=C3C)CC2)cc1
.,38%[activator],-3%,-3%,.,-23%,?,?,.,C[C@]12c3[nH]c4ccccc4c3CCN1C(=O)C(CC(=O)NCc1cccc(C(F)(F)F)c1)C[C@@H]2C(=O)N1CCCCC1 (stereo partly specified)
-1%,-11%,0%,-4%,10%,28%,-13%,-16%,-36%,Cn1cc(S(=O)(=O)NCc2ccc(F)cc2)c(=O)n(C)c1=O
-1%,-23%,-1%,-6%,25µM*,30%,-2%,-14%,-5%,COc1ccccc1Cc1nc2ccccc2n1S(=O)(=O)c1ccc(Cl)cc1
1%,18%,-2%,1%,7%[59 µM],25%,-3%,-15%,.,Cn1c(=O)c2cc(C(=O)NCCCN3CCN(c4cccc(Cl)c4)CC3)sc2c2ccccc21
-1%,39%,0%,-7%,12%,20%,-7%,-15%,4%,O=C(CSc1nnc(-c2ccncc2)o1)NC1CCCCC1
-6%,-8%,-1%,-6%,-8%[0.0925 µM],7%,-5%,-9%,?,O=C1CC(c2cccs2)c2cc3c(cc2N1)OCO3 (stereo unspecified)
